# Screens deposited in PubChem BioAssay by several laboratories.
# TNAP inh noacc = inhibitors of human TNAP without phosphate acceptor | P05186 | purified TNAP, CDP-star luminescence, 30 min | inhibition, % at 20 µM | actives 0.26% (n = 200,000) | AID 1012;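 active means tissue-nonspecific alkaline phosphatase inhibition above about 50% at 20 µM in the single-dose screen, limit read from the data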;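 further: 0% = DMSO negative control and 100% = EDTA positive control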
# Target sequence (P05186 whole entry, looked up): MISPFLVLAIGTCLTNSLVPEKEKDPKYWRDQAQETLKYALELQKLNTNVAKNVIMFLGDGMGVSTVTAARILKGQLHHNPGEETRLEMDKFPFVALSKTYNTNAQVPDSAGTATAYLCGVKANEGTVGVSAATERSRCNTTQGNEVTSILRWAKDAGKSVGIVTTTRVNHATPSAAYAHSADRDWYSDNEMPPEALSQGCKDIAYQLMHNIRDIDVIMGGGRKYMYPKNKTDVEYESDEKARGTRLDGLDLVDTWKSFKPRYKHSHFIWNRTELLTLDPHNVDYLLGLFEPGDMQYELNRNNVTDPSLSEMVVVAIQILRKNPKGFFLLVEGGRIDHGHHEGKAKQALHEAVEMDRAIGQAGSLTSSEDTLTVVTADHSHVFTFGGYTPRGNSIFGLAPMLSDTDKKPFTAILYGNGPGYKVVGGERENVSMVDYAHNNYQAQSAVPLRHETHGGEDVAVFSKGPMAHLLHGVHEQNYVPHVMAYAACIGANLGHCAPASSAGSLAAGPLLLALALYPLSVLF
# TNAP inh hiacc = blocks human TNAP under high phosphate acceptor concentration; actives 0.03% (n = 200,000); P05186; purified TNAP, CDP-star luminescence, 1 M DEA; inhibition, % at 20 µM;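 active means over 50% inhibition of tissue-nonspecific alkaline phosphatase at 20 µM in the single-dose screen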;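 further: plate controls were DMSO wells for no effect and EDTA-quenched wells as full inhibition for full effect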
# PMI act hi M6P = increases human PMI activity with near-saturating mannose 6-phosphate; activation factor at 20 µM; actives 0.34% (n = 190,000); coupled PMI enzyme assay, resazurin fluorescence, 20 min; stronger effect = higher value; 1 = untreated enzyme, 0 = substrate-free blank;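 active means activation factor of 2 or more at 20 µM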
# Target sequence (P34949 whole entry, looked up): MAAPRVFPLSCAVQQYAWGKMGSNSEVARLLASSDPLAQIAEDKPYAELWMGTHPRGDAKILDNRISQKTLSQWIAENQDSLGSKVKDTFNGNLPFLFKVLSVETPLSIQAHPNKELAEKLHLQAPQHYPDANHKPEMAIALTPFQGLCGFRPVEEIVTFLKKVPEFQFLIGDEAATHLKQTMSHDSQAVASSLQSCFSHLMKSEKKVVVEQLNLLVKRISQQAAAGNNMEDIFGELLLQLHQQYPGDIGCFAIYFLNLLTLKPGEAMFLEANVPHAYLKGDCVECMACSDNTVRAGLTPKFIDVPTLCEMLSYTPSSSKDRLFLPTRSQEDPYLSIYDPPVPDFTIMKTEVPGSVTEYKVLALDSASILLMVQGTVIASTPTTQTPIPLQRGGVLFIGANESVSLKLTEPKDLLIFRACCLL
#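 Material: human phosphomannose isomerase with PGI, G6PDH, diaphorase coupling enzymes / Reagent: Man-6-P substrate 1.0 mM / Dosing: single compound dose of 20 µM, 1% DMSO final / Incubation: enzyme reaction with compound 20 min at room temperature / Signal: resorufin fluorescence (Ex 544/Em 590 nm) from resazurin via diaphorase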
# Diaphorase act = counter-screen for diaphorase-based assays: diaphorase activators and chemical reducers. AID 1229. activation factor at 20 µM. actives 0.005% (n = 190,000). Diaphorase/resazurin coupled assay, resorufin fluorescence, 16 min; stronger effect = higher value; 1 = vehicle wells, 0 = NADH-free wells;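 active means diaphorase activity raised at least twofold by the compound at 20 µM; inactive means activation factor below 2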
#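 Material: purified diaphorase enzyme from Clostridium kluyveri; Also added: 0.114 mM NADH and 0.1 mM resazurin, final amounts; Doses: single compound dose of 20 µM, 1% DMSO final; Times: 16 min enzyme reaction, ambient temperature; Detection: resorufin fluorescence, excitation 544 nm, emission 590 nm; Measure: increased resorufin signal from activators or reducing compounds.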
# Diaph inh CS = counter-screen for diaphorase-based assays: diaphorase inhibitors and chemical oxidizers; AID 1217; diaphorase resazurin-to-resorufin fluorescence, NADH, 16 min; bacterial (C. kluyveri) enzyme, not human; inhibition, % at 20 µM; actives 0.69% (n = 190,000);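 active means primary screen inhibition at 20 µM above a set limit, cut at about 50% in these data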;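 further: plate controls were DMSO with full reaction for no effect and wells lacking NADH for full effect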
#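 System: Bacterial diaphorase enzyme (C. kluyveri) | Incubation: 16-min room-temperature incubation before reading | Benchmarks: No-NADH positive control and DMSO neutral control | Measured by: Resorufin fluorescence 544/590 nm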
# bIAP inhibitor = intestinal alkaline phosphatase (bovine) inhibition | AID 1019 | purified bovine IAP, CDP-star luminescence, 30 min | 190,000 tested, under 10 active | inhibition, % at 20 µM;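 active means over 50% inhibition of intestinal alkaline phosphatase at 20 µM in the single-dose screen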
#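 Incubation: 30 min reaction at room temperature / Material: purified bovine intestinal alkaline phosphatase (IAP) enzyme / Input: enzyme at 1/65,000,000 dilution / Dosing: 20 µM single dose / Signal: CDP-star luminescence signal / Reagent: CDP-star chemiluminescent phosphatase substrate, 30 µM final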
# PMI act = activators of human phosphomannose isomerase; P34949; purified human PMI, coupled resazurin fluorescence, 20 min; stronger effect = higher value; 1 = vehicle control, 0 substrate-free wells; activation factor at 20 µM; actives 0.005% (n = 190,000);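 active means activation factor of 2 or more at 20 µM, relative to plate controls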
# L major viab = Leishmania major promastigote growth inhibition; Leishmania major promastigotes, resazurin fluorescence viability; inhibition, % at 10 µM; actives 9% (n = 200,000); in the data active means inhibition above about 50%;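 further: promastigotes grown with compound for 44 hours at 28 °C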
# bIAP activator = intestinal alkaline phosphatase (bovine) activation; purified bovine IAP, CDP-star luminescence, 30 min; stronger effect = higher value; fold of DMSO-control signal, blank-subtracted; activation factor at 20 µM; actives 0.17% (n = 200,000); AID 1016;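 active means activation factor of 2 or more at 20 µM, a signal rise over negative controls twice the positive control's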
# TNAP act hi DEA = activators of human TNAP at high phosphate acceptor concentration; P05186; purified TNAP, CDP-star luminescence, 1 M DEA, 30 min; stronger effect = higher value; 0 = EDTA background, 1 = DMSO-only activity; activation factor at 20 µM; 200,000 tested, under 10 active;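 active means activation factor at least 2 at 20 µM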
#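 Dosing: 20 µM single point. System: human TNAP. Amount: TNAP 1/800 final. Incubation: 30 min, room temperature. Read-out: TNAP activation factor scaled between EDTA and DMSO control wells. Signal: luminescence from CDP-star hydrolysis. Medium: 1 M DEA, pH 9.8, Mg2+, Zn2+. Control set: EDTA negative control, DMSO positive control.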
# Numbers without * were called inactive.
SMILES,TNAP inh noacc,TNAP inh hiacc,PMI act hi M6P,Diaphorase act,Diaph inh CS,bIAP inhibitor,PMI act,L major viab,bIAP activator,TNAP act hi DEA
Cc1ccc2c(C)c(C(=O)N(Cc3cccs3)C3CCS(=O)(=O)C3)oc2c1 (stereo unspecified),-9,-4,1,0.9,11,0,1,88*,1,1
O=c1c2cn[nH]c2nc(SCc2ccc3c(c2)OCCO3)n1-c1ccccc1,-20,-7,0.9,0.8,19,-62,0.9,32,1.6,1.1
CCCCOc1ccc(C(=O)Nc2ccc3c(c2)OCO3)cc1,-1,-4,1.2,1.2,-17,4,1.2,-3,1,1
Cc1cc(C(C)(C)C)ccc1OCCOCCN1CCCC1,-2,-2,0.9,0.8,18,-4,1,96*,1,1
CS(=O)(=O)c1ccc(N2CCOCC2)c(S(C)(=O)=O)c1,-4,-10,1.1,1.1,-11,13,1,-4,0.9,1.1
CC(C)CCNC(=O)NC(=O)COc1ncnc2sccc12,-2,-2,0.9,0.8,20,4,0.9,4,1,1
Cc1ccc2oc(=O)cc(CN3CCOCC3)c2c1,8,0,1,1,4,10,1.1,6,0.9,1
COc1ccc(S(=O)(=O)N2CCN(c3cc(-c4ccccc4)nc4ncnn34)CC2)cc1,3,-6,1,0.8,21,3,1,29,1,1.1
COC(=O)c1ccc(NCC(=O)c2ccccc2)cc1,-16,-7,1.1,1,-3,8,1.2,-11,0.9,1.1
Cc1ccccc1OCc1nc2ccccc2[nH]1,-13,2,0.8,1,4,6,0.9,11,0.9,1

# 2 of the compounds above, with bars between the fields.
structure | TNAP inh noacc | TNAP inh hiacc | PMI act hi M6P | Diaphorase act | Diaph inh CS | bIAP inhibitor | PMI act | L major viab | bIAP activator | TNAP act hi DEA
CC(C)CCNC(=O)NC(=O)COc1ncnc2sccc12 | -2 | -2 | 0.9 | 0.8 | 20 | 4 | 0.9 | 4 | 1 | 1
Cc1ccc2oc(=O)cc(CN3CCOCC3)c2c1 | 8 | 0 | 1 | 1 | 4 | 10 | 1.1 | 6 | 0.9 | 1

# Next entries:
SMILES,TNAP inh noacc,TNAP inh hiacc,PMI act hi M6P,Diaphorase act,Diaph inh CS,bIAP inhibitor,PMI act,L major viab,bIAP activator,TNAP act hi DEA
O=C(Nc1ccc2c(c1)OCO2)c1cc(-c2cccnc2)nc2ccccc12,0,4,0.6,0.9,15,-5,1,11,1.1,1
O=C(O)CS(=O)(=O)CC(=O)NCc1cccc(C(F)(F)F)c1,-6,0,1,1,4,-12,1,-4,1.1,1
O=c1oc2ccccc2c2c1ncn2CCN1CCOCC1,-4,-7,1.1,0.9,6,5,1.1,2,0.9,1.1
Cc1ccnc2nc(C(=O)Nc3ccc4c(c3)OCO4)nn12,-4,-6,1.1,0.9,6,15,1,10,0.9,1.1
COc1ccccc1NC(=O)c1ccc(COc2ccccc2OC)o1,-4,0,0.8,0.8,21,4,0.8,-1,1,1
CC(C)C(=O)Nc1c(-c2cccs2)c(=O)c2ccccc2n1C,-14,-7,1,0.8,18,5,0.9,-3,0.9,1.1
O=C(CN(CCO)c1ccccc1)Nc1ccc(Cl)c(S(=O)(=O)N2CCOCC2)c1,-6,-1,0.9,0.9,9,-17,0.9,2,1.2,1
CCCCn1nnnc1NCc1ccc(N(CC)CC)cc1,-7,1,1,0.9,7,20,0.9,31,0.8,1
COc1ccccc1CNCC(O)Cn1c2ccccc2c2ccccc21 (stereo unspecified),-12,-2,0.8,0.9,12,8,0.9,100*,0.9,1
Cc1c(C#N)c2ccccc2n1CC(=O)NCCc1c[nH]c2ccccc12,-12,-4,0.9,0.8,24,11,0.9,27,0.9,1
CC(C)N(C(=O)Cn1cc(SCC(=O)NCC2CCCO2)c2ccccc21)C(C)C (stereo unspecified),-18,-3,1,1,-1,-7,1.1,-4,1.1,1
Cc1ccc(SCc2[nH]nc3c2C(c2cccnc2)C(C#N)=C(N)O3)cc1 (stereo unspecified),3,0,1,1,1,1,0.9,-7,1,1
CC(C)C(c1nnnn1C1CCCC1)N1CCOCC1 (stereo unspecified),-8,0,0.9,0.9,11,-4,0.9,0,1,1
Cc1ccc(C)c(/C=N/NC(=S)NCCc2ccccc2)c1,-9,-1,0.9,0.7,28,14,0.9,-5,0.9,1
CCN(CC)C(=O)CSc1ncnc2c1cnn2Cc1ccccc1,-5,-7,1,0.9,13,14,1,6,0.9,1.1
COC(=O)c1cc(OC)c(OC)cc1NC(=S)N1CCN(Cc2ccccc2)CC1,-5,-2,0.9,0.9,6,6,0.9,47,0.9,1
O=C(Oc1c(CN2CCOCC2)cc(Cl)c2cccnc12)c1cccs1,-9,-2,0.4,1,1,-21,0.8,100*,1.2,1
Clc1ccccc1CN(Cc1ccccc1)C(c1cccs1)c1nnnn1C1CCCC1 (stereo unspecified),-7,-2,1,1,-1,36,1,60*,0.6,1
Cc1cccc(NC(=S)N/N=C/c2ccc([N+](=O)[O-])s2)c1,24,15,1.9,0.9,14,9,1.4,93*,0.9,0.8
COc1ccc(C(=O)NC(=S)NNC(=O)c2cnccn2)cc1OC,9,2,0.9,0.3,74*,36,0.4,100*,0.6,1
FC(F)Sc1ccc(NC(=S)NCc2ccccc2)cc1,-5,-2,0.9,0.8,22,8,0.8,20,0.9,1
CCN(CC)C(=O)C(=O)c1cccn1-c1cccc(-n2cccc2C(=O)C(=O)N(CC)CC)c1C#N,-16,-1,1,1,2,-4,1,4,1,1
O=c1[nH]c2ccccc2nc1NCCN1CCOCC1,-7,1,0.8,0.8,17,5,0.8,-2,1,1
CCN(CC)C(=O)CSc1nnc(CNc2ccc(F)cc2)n1Cc1ccco1,-10,-6,0.9,0.9,14,2,0.9,-7,1,1.1
Cc1cc(C)c(S(C)(=O)=O)c(N(C)N)n1,-11,-2,0.9,1,2,-12,1,0,1.1,1
O=S(=O)(NCc1ccccn1)c1ccc(F)cc1,-11,-7,1,0.8,18,-19,1,0,1.2,1.1
CCN(CC)C1CCN(c2nc3nonc3nc2NCCOC)C1 (stereo unspecified),-9,-3,1.1,1,3,6,1.1,3,0.9,1
CC(Cl)C(=O)Nc1cc(C(F)(F)F)ccc1N1CCOCC1 (stereo unspecified),-8,-3,1.1,1,5,-8,1.1,10,1.1,1
COc1ccccc1CNC(=O)CN(Cc1ccc(Cl)cc1)S(C)(=O)=O,-12,-8,1,0.9,12,2,0.9,7,1,1.1
CCN(C(=S)NCCOC)c1cccc2ccccc12,-18,-5,1,1.1,-8,1,1,0,1,1.1

# An excerpt from above, limited to TNAP inh hiacc and PMI act:
smiles | TNAP inh hiacc | PMI act
COC(=O)c1cc(OC)c(OC)cc1NC(=S)N1CCN(Cc2ccccc2)CC1 | -2 | 0.9
O=C(Oc1c(CN2CCOCC2)cc(Cl)c2cccnc12)c1cccs1 | -2 | 0.8

# Next section
SMILES,TNAP inh noacc,TNAP inh hiacc,PMI act hi M6P,Diaphorase act,Diaph inh CS,bIAP inhibitor,PMI act,L major viab,bIAP activator,TNAP act hi DEA
Cc1cc(N(C)C)c(C#N)c(N2CCOCC2)n1,-12,-4,1,0.9,14,6,1,0,0.9,1
O=C(NCc1ccc(C(F)(F)F)cc1)C1CC(c2c(Cl)cccc2Cl)=NO1 (stereo unspecified),2,-3,0.8,0.7,26,16,0.9,-1,0.8,1
O=S(=O)(Nc1ccc2c(c1)oc1ccccc12)N1CCCC1,-8,1,0.9,0.9,8,7,0.9,5,0.9,1
O=c1/c(=C/c2ccc(O)cc2)sc2n1CCCN=2,3,4,1,0.9,8,21,1.1,14,0.8,1
COc1ccc(NC(=O)CN2CCN(CC(=O)Nc3ccc4c(c3)OCO4)CC2)cc1,-11,-5,1,1,-2,-1,0.9,0,1,1
CCOC(=O)C(C)Sc1ncc(-c2ccccc2)cn1 (stereo unspecified),-9,0,0.9,1,4,-10,1,-4,1.1,1
C/C(=N/NC(=O)c1ccoc1C)c1ccc(N2CCOCC2)cc1,-8,-6,0.9,0.7,33,4,0.9,-2,1,1.1
CC(C)Oc1ccc(OCCn2c(=S)[nH]c3c(N)ncnc32)cc1,8,-4,0.6,0.7,30,13,0.5,-9,0.9,1
CC(C)OP(=O)(c1ccc(N(C)C)cc1)C(O)c1ccccc1 (stereo unspecified),-3,0,0.9,0.8,16,9,0.8,-3,0.9,1
c1ccc(-c2ccccc2OCCOCCN2CCNCC2)cc1,-8,-5,0.9,0.7,33,-31,0.8,82*,1.3,1.1
Cc1ccc(OCCOc2ccc(Br)cc2/C=N\NC(N)=O)cc1,-3,-4,1,1,4,19,1,5,0.8,1
COc1ccc(-c2nnc(SCC(=O)c3ccco3)n2-c2ccccc2)cc1,-11,-6,1,0.9,8,8,1,-4,0.9,1.1
OC(COc1ccc2c(c1)OCO2)CN1CCN(c2ccc(F)cc2)CC1 (stereo unspecified),2,-4,1,0.9,10,-10,1,53*,1.1,1
O=C(CCSc1ccccc1)NCCSCc1ccccc1,-19,2,1,1,1,9,1,-6,0.9,1
O=C(CSc1ccc(Cl)cc1)Nc1ccc(N2CCN(c3ccccc3)CC2)c(F)c1,-6,0,1,1,-1,27,1,-2,0.7,1
COc1ccc(S(=O)(=O)N(C)CC(=O)NCCC2=CCCCC2)cc1,-12,-8,1,0.9,14,11,1,-2,0.9,1.1
O=C(CSc1ccc(-c2cccs2)nn1)NCCc1ccccc1,-9,-2,1,0.9,7,-15,1.1,-2,1.1,1
Cc1cccc(N2CCN(C(=O)c3ccc(Cl)c(S(=O)(=O)N4CCc5ccccc5C4)c3)CC2)c1C,2,-2,0.9,0.9,15,-3,0.8,99*,1,1
O=C(OCC(=O)N1CCc2ccccc2C1)c1cccc([N+](=O)[O-])c1,-10,-2,1,0.9,8,-49,1,-6,1.5,1
Cc1cccc(NC(=S)N/N=C2\CC(C)(C)Oc3ccc(O)cc32)c1,-7,2,0.9,0.7,28,16,0.8,39,0.8,1
C=CCOC(=O)C(C#N)c1nc2ccccc2nc1N1CCN(Cc2ccc3c(c2)OCO3)CC1 (stereo unspecified),5,8,1,0.9,11,12,0.8,58*,0.9,0.9
CCOC(=O)C(NC=O)(NC(C)(C)C)C(=O)OCC,3,-5,0.6,0.6,42,12,0.9,-5,0.9,1.1
O=C(CCS(=O)(=O)Cc1ccccc1)NC1CCCCC1,-14,-7,1,0.9,10,5,1,-7,1,1.1
COc1ccc(NS(=O)(=O)c2cccc3nonc23)c(OC)c1,-10,-2,0.9,1,-2,4,1,-2,1,1
